# Assay outcomes from PubChem.
# ERp5 inh: inhibitors of human ERp5; ERp5 insulin aggregation, absorbance 650 nm, 90 min; inhibition, % at 9.99 µM; 0.05% of 350,000 active; Q15084; AID 651711;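 active means mean replicate inhibition above about 25%, with every replicate also reaching it, limit read from the data, passing the limit was not always enough; inconclusive means only one of those two criteria met; inactive means neither criterion met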
# Target sequence (Q15084 whole entry, looked up): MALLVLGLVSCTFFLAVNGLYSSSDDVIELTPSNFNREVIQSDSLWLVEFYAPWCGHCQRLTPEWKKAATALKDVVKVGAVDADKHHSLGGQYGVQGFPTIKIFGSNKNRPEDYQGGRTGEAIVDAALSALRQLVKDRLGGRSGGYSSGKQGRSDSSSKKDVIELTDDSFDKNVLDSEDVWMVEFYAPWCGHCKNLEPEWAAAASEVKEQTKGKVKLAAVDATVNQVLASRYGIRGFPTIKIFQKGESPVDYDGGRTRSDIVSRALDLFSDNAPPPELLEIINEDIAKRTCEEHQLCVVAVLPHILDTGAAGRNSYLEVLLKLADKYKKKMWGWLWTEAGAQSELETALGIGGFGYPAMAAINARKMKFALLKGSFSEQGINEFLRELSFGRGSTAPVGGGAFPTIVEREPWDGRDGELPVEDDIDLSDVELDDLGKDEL
# E-selectin induc: induces E-selectin expression in human endothelial cells | P16581 | HUVEC E-selectin immunofluorescence imaging; normalized: neutral wells 0, TNF-alpha wells 100 | activation, % at 7.58 µM | 0.37% of 260,000 active | AID 686992;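 active means mean E-selectin-positive cell signal at least 10% of the positive control, reached in at least 60% of replicates, without over 20% cell loss; inconclusive means no rule given, readout overlaps actives, possibly toxicity-flagged; inactive means the rest, including those meeting only one limit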;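 further: in these data hits start at about 27%; measured in HUVEC primary endothelial cells; signal is the percent of cells scored E-selectin positive by PE staining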
#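 assay system = HUVEC, human umbilical vein endothelial cells | input = 3,000 HUVEC seeded per well | medium = EGM-2 growth medium on 0.1% gelatin-coated wells | dosing = one compound dose added by pin transfer | signal = immunofluorescence imaging | read-out basis = % PE-positive cells | control set = TNF-alpha, DMSO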
# DENV2 CPE rescue: inhibitors of DENV2 cytopathic effect. DENV2-infected cells, cytopathic effect rescue, plate reader. CPE inhibition, % at 9.99 µM. 1.7% of 350,000 active; in the data active means CPE inhibition above about 20%, passing the limit was not always enough; inconclusive means no clear call, values can overlap the other calls; tested in BHK-21 cells;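 further: 0% = median of neutral control wells and 100% = median of positive control wells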
# S100A4 MyoIIA: inhibitors of human S100A4 binding to myosin IIA peptide; P26447; S100A4/TAMRA-MyoIIA peptide fluorescence polarization; inhibition, % at 10.7 µM; 0.14% of 360,000 active; AID 652163;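 active means mean inhibition of at least 70% across replicates, with every replicate also reaching that level; inconclusive means mean inhibition reaches 70% but some replicates fall short; inactive means mean inhibition below 70%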
# Target sequence (P26447 whole entry, looked up): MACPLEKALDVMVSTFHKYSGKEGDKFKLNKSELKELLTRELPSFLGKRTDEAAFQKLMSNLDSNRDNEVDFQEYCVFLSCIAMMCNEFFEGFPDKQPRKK
#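 Test system: S100A4 monomer protein; Medium: HEPES pH 7.2 with CaCl2, KCl, NaCl, DTT, Triton; Probe or stimulus: TAMRA-labelled myosin IIA heavy-chain peptide probe, 5 nM; Doses: one dose per compound; Times: polarization read 5 min after assay mix addition, stable 5–60 min; Benchmarks: neutral control DMSO, positive control TFP.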
# SIRT5 block: sirtuin-5 (human) deacylase inhibition | Q9NXA8 | Purified SirT5, succinyl-peptide AMC, trypsin-coupled fluorescence | inhibition, % at 15 µM | 1.1% of 330,000 active | AID 652115; in the data active means inhibition above about 15%; inconclusive means no clear call, values can overlap the other calls
# Target sequence (Q9NXA8 whole entry, looked up): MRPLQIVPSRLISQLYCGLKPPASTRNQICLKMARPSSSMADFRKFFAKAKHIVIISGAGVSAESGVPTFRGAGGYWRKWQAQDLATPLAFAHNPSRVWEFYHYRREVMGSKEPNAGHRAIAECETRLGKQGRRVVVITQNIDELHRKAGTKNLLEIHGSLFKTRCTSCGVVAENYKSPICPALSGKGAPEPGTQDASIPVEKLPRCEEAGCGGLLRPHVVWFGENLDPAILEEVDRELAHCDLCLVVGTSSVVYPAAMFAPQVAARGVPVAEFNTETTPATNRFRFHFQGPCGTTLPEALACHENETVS
# C2C12 statin: suppression of simvastatin myotoxicity | C2C12 myotubes + simvastatin, ATP luminescence, 48 h; scaled: DMSO 0, geranylgeraniol control 100 | rescue of ATP level, % at 7.49 µM | 0.78% of 330,000 active;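 active means mean ATP rescue above about 67%, or every replicate alone reaching that limit, limit read from the data, passing the limit was not always enough; inconclusive means no clear call, values can overlap the other calls; inactive means mean under the limit and some replicate under it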;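 further: myotubes were challenged with 10 µM simvastatin during compound exposure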
# PglD inh: PglD (C. jejuni) enzyme inhibition | AID 602405 | 0.098% of 360,000 active | purified PglD enzyme, DTNB colorimetric CoA detection | inhibition, % at 12.5 µM; in the data active means inhibition above about 16%, passing the limit was not always enough; inconclusive means no clear call, values can overlap the other calls; further: strong numbers were not always called active
# Active calls of the source: *; ? = inconclusive; . = not tested or not shown; & = joins results of further samples. An excerpt, so the mix of outcomes need not match the whole.
SMILES	ERp5 inh	E-selectin induc	DENV2 CPE rescue	S100A4 MyoIIA	SIRT5 block	C2C12 statin	PglD inh
O=C(NCc1cccnc1)c1ccc(N2CCOCC2)c([N+](=O)[O-])c1	4	-0.3	7	-1	3	.	.
OCc1nc2ccccc2n1CCCOc1ccccc1	-2	.	-6	-2	9	.	.
c1ccc(N=Nc2cn[nH]c2-c2ccco2)cc1	3	.	-4	3	-1	-5	-1
Cc1[nH]nc2c1C(CCc1ccccc1)C(C#N)=C(N)O2 (stereo not given)	2	.	0	-5	-3	-13	7
Cc1ccccc1C1(O)c2ccccc2-c2ccccc21	2	0.0	8	-24	-6	0	12
Cc1noc(C(=O)Nc2cccc(O)c2)c1Cl	1	.	5	-3	1	3	4
COc1ccc(NC(=O)C2CCCCN2N)cc1OCC(C)C (stereo not given)	6	.	.	-5	-3	4	9
CCOC(=O)C(Cc1ccc(OC)c([N+](=O)[O-])c1)NC(=O)CCC(=O)Nc1ccc(OC)cc1 (stereo not given)	3	.	-2	1	1	.	.
Cn1cnc(S(=O)(=O)N[C@@H]2CC[C@H](CC(=O)Nc3ccccc3)O[C@H]2CO)c1	-9	-0.1	?	45	-8	4	6
Cn1cnc(S(=O)(=O)N2C[C@H](O)COC[C@H]3O[C@@H](CC(=O)NCc4cc(F)cc(F)c4)CC[C@@H]32)c1	1	0.0	2	8	0	-3	5
CC(C)COC(=O)N(C)C[C@@H]1OCc2cn(nn2)CCCC(=O)N([C@@H](C)CO)C[C@H]1C	4&-5&-4	0.0&0.3	4&-5&-5	4&-1&5	-4&5&-1	4&1&6	0&38&1
CCC(=O)Nc1ccc2c(c1)C(=O)N(C)C[C@H](OC)[C@H](C)CN(Cc1ccccn1)[C@H](C)CO2	4	0.1	-6	6	-3	-3	2
CCOc1ccc(NC(=O)CSc2nc3c([nH]c4ccccc43)c(=O)n2C)cc1	-1	-0.8	2	-4	-2	14	-6
CC(C)Cn1c(-c2cccnc2)nc2c1c(=O)[nH]c(=O)n2CC(C)C	2	-0.1	-7	1	-1	0	0
CN(CC(=O)Nc1cccc(F)c1)C(=O)CC1CCCCC1	1	-0.1	0	4	-2	9	-1
CCCN(C(=O)C1CCN(S(=O)(=O)c2ccc(OC)c(OC)c2)CC1)C1CCS(=O)(=O)C1 (stereo not given)	-1	3.9	-5	-7	-3	2	-2
O=C(c1ccccc1)N1CCN(C(=O)c2cc3nc(-c4ccccc4)cc(C(F)(F)F)n3n2)CC1	1	.	0	-1	0	-15	8
Cc1ccc(S(=O)(=O)NCC[C@@H]2CC[C@@H](NS(=O)(=O)c3ccccc3Cl)[C@H](CO)O2)cc1	0	-0.2	-6	-1	0	5	4
Cc1cccc(N=Nc2cnc(N)s2)c1	1	3.2	15	0	0	.	0
Cc1ccc2c(=O)c(C(=O)NCc3cccs3)c[nH]c2c1	-4	.	.	-1	-8	1	-3
C[C@@H]1CN([C@H](C)CO)C(=O)c2c(c3ccccc3n2C)-c2ccccc2CO[C@H]1CN(C)C(=O)Nc1ccnc(N2CCOCC2)c1	-2	5.1	-3	-3	3	.	.
Cc1ccc(C(=O)NCC(=O)OCC(=O)c2ccc3c(c2)NC(=O)CO3)cc1	1	-1.9	-3	2	-1	.	.
O=C1CSC(=S)N1c1ccc(O)cc1	2	2.6	4	-23	1	-5	4
C[C@@H]1CN([C@H](C)CO)C(=O)c2cccc(NC(=O)Nc3ccc(C(F)(F)F)cc3)c2O[C@@H]1CN(C)S(=O)(=O)c1ccc(F)cc1	1	0.3	?	13	9	3	-1
Cc1noc(C)c1NC(=O)Nc1ccc2c(c1)CC(=O)N([C@@H](C)CO)C[C@H](C)[C@H](CN(C)Cc1ccccc1)O2	-1	1.3	7	-17	3	4	2
CCSc1nnc(SCC(=O)c2c(N)n(C)c(=O)n(C)c2=O)s1	0	.	2	-1	-4	-6	2
CC1C(=O)NN=C1C(=O)N/N=C\c1ccc(O)cc1O (stereo not given)	7	.	-4	0	6	.	7
O=C(NC1=NCCS1)c1cc(-c2ccc(F)cc2)nc2ccccc12	3	-0.7	3	3	0	.	.
CCN1CCN(C(=O)/C=C/c2ccccc2[N+](=O)[O-])CC1	-3	1.9	-5	3	-2	.	.
COc1ccc(-c2ccc3n(c2=O)C[C@H]2[C@H](CO)[C@@H](C(=O)NC4CCC4)N(S(C)(=O)=O)[C@@H]32)cc1	-1	-0.5	2	-3	-107	-25	4
Cc1cc(Cl)c2oc(C(=O)NCC(C)(C)N3CCOCC3)c(C)c2c1	0	0.4	2	-1	-6	-91	-6
COc1ccc(-c2nc3c(c(SCC(=O)N4CCOCC4)n2)Cc2c(CO)cnc(C)c2O3)cc1	5	.	4	-5	1	-14	-3
COc1ccc(NC(=O)N(C)C[C@@H]2Oc3c(NS(C)(=O)=O)cccc3C(=O)N([C@H](C)CO)C[C@H]2C)cc1	-3	.	-2	4	0	.	-1
CCOCCCn1c(SCC(=O)Nc2oc(C)c3c(C)n[nH]c(=O)c23)nc2ccccc2c1=O	-1	.	1	2	0	-2	1
CCC(=O)NC[C@@H]1[C@H](c2ccccc2)[C@H](CO)N1C(=O)C1CC1	-4	0.0	15	21	5	-4	0
O=C(c1ccccn1)N1CC2(C1)[C@H](c1ccccc1)[C@@H](CO)N2Cc1ccc(Cl)cc1	-2	-0.3	-5	14	-1	.	.
CC(Oc1ccc(Cl)cc1Cl)C(=O)NC(Cc1ccccc1)C(=O)O (stereo not given)	-2	0.2	-2	-7	-1	-2	.
CCCCc1ccc(NC(=O)NCc2cccnc2)cc1	-2	-0.2	?	3	-3	3	-5
COc1ccc(S(=O)(=O)N2CCCCCC2)cc1NC(=O)c1ccccc1	2	-0.4	3	-12	-2	-16	2
NC(=O)c1ccnc2c(O)cccc12	2	0.2	.	4	.	11	4
CCC(=O)Nc1ccc2c(c1)C(=O)N(C)C[C@@H](OC)[C@@H](C)CN(Cc1ccccc1C(=O)O)[C@@H](C)CO2	-3	2.2	-17	-13	-2	-5	0
C[C@@H]1CN([C@@H](C)CO)C(=O)c2cc(N(C)C)ccc2O[C@@H](C)CCCCO[C@@H]1CN(C)S(C)(=O)=O	1	0.5	?	-10	-4	-30	2
CCOc1ccc(S(=O)(=O)NC(C)C(=O)NCc2ccc3c(c2)OCO3)cc1 (stereo not given)	1	0.1	4	0	2	15	-2
COc1ccc(/C(C)=N/Nc2cccc(C(=O)O)c2)cc1OC	2	0.0	9	8	3	9	0
O=C(CCC1CCCC1)c1c(O)c2ccccc2oc1=O	4	0.8	2	-3	2	2	0
CCCCNC(=S)N=Nc1c(O)[nH]c2ccccc12	-6	.	-4	1	-6	.	.
NNC(=O)c1sccc1OCc1ccc(Cl)cc1Cl	1	.	-2	-1	-1	.	.
C[C@@H]1CN([C@@H](C)CO)C(=O)c2cc(C#C[C@@H](C)O)cnc2O[C@@H]1CN(C)C(=O)c1ccccc1	-5	-0.1	?	-28	-1	-1	-3
C=CCn1cnc2c(nnn2-c2ccc(C)c(C)c2)c1=O	5	0.3	-1	2	-4	.	.
Cc1ccc(-c2ccc3c(c2)O[C@H](CN(C)C(=O)Nc2ccc(F)cc2)[C@H](C)CN([C@H](C)CO)S3(=O)=O)cc1	0	0.3	-5	-1	11	64	-1
COc1ccc(C(=O)COC(=O)c2ccccn2)cc1OC	1	.	1	-2	3	-5	-1
C[C@@H]1CN([C@H](C)CO)C(=O)c2cc(NC(=O)CCC(F)(F)F)ccc2O[C@@H](C)CCCCO[C@@H]1CN(C)S(=O)(=O)c1cccs1	-1	-0.1	1	-12	8	.	-1
COc1ccc(CC(=O)Nc2nc(-c3ccc(OC)c(OC)c3)cs2)cc1OC	2	.	-2	-5	0	-5	8
O=C1c2ccccc2C(=O)N1CCCCCCc1ccccc1	2	1.3	13	0	-2	0	5
CCCOc1ccc(C(=O)c2ccccc2C(=O)O)cc1OCCC	7	-0.3	4	-1	-1	13	1
CCOc1ccc(NC(=O)CN(C)C(=O)c2cn3ccccc3n2)cc1OCC	0	0.5	-7	-7	-1	0	-1
Cc1cccc2nc3ccccc3nc12	-3	-1.3	-5	-1	-2	3	2
COc1ccc(-c2nc3c(s2)CN(S(C)(=O)=O)CC3)cc1OC	6	.	5	-1	-3	-2	5
c1ccc(Nc2scc(-c3ccccc3)[n+]2Cc2ccco2)cc1	7	11	.	-5	-2	.	.
O=C(CC1SC(=Nc2ccc(OC(F)F)cc2)N(CCN2CCOCC2)C1=O)Nc1ccc(F)cc1F (stereo not given)	0	.	0	0	1	17	-3

# 10 of the compounds above, with values under each structure:
# Order of values – ERp5 inh | E-selectin induc | DENV2 CPE rescue | S100A4 MyoIIA | SIRT5 block | C2C12 statin | PglD inh
C=CCn1cnc2c(nnn2-c2ccc(C)c(C)c2)c1=O
  5 | 0.3 | -1 | 2 | -4 | . | .
Cc1ccc(-c2ccc3c(c2)O[C@H](CN(C)C(=O)Nc2ccc(F)cc2)[C@H](C)CN([C@H](C)CO)S3(=O)=O)cc1
  0 | 0.3 | -5 | -1 | 11 | 64 | -1
COc1ccc(C(=O)COC(=O)c2ccccn2)cc1OC
  1 | . | 1 | -2 | 3 | -5 | -1
C[C@@H]1CN([C@H](C)CO)C(=O)c2cc(NC(=O)CCC(F)(F)F)ccc2O[C@@H](C)CCCCO[C@@H]1CN(C)S(=O)(=O)c1cccs1
  -1 | -0.1 | 1 | -12 | 8 | . | -1
COc1ccc(CC(=O)Nc2nc(-c3ccc(OC)c(OC)c3)cs2)cc1OC
  2 | . | -2 | -5 | 0 | -5 | 8
O=C1c2ccccc2C(=O)N1CCCCCCc1ccccc1
  2 | 1.3 | 13 | 0 | -2 | 0 | 5
CCCOc1ccc(C(=O)c2ccccc2C(=O)O)cc1OCCC
  7 | -0.3 | 4 | -1 | -1 | 13 | 1
CCOc1ccc(NC(=O)CN(C)C(=O)c2cn3ccccc3n2)cc1OCC
  0 | 0.5 | -7 | -7 | -1 | 0 | -1
Cc1cccc2nc3ccccc3nc12
  -3 | -1.3 | -5 | -1 | -2 | 3 | 2
COc1ccc(-c2nc3c(s2)CN(S(C)(=O)=O)CC3)cc1OC
  6 | . | 5 | -1 | -3 | -2 | 5

# More entries follow:
SMILES	ERp5 inh	E-selectin induc	DENV2 CPE rescue	S100A4 MyoIIA	SIRT5 block	C2C12 statin	PglD inh
Cc1ccc(-c2nc3ccccc3[nH]2)cn1	3	.	-7	0	-1	-16	4
O=C(COC(=O)CCS(=O)(=O)c1ccccc1)Nc1ccccc1	2	.	9	3	-1	23	-6
CCOC(=O)C1=C(c2ccccc2)NC(=O)NC1c1cc(Cl)c(O)c(OC)c1 (stereo not given)	-2	.	.	-6	-3	.	.
CCCN=C1N(CC)C[C@@H]2[C@@H]3C(=O)N(Cc4ccccc4)C(=O)[C@@H]3[C@](C)(C(=O)OC)N12	4	2.5	6	10	-11	-2	-7
CCCCC(CC(O)COCCC)C(=O)NN (stereo not given)	-1	.	12	-12	-5	.	.
Cc1ccc(S(=O)(=O)NC(=O)NC(=O)N(C)S(=O)(=O)c2ccc(C)cc2)cc1	1	?	-1	6	-3	-7	-8
Cc1cc(C)cc(NC(=O)c2cccc(C(=O)Nc3cc(C)cc(C)c3)n2)c1	-13	0.2	-2	-1	-3	5	5
